# Assay outcomes as filed in PubChem BioAssay.
# ATXN viability: cell viability loss in ATXN counter-screen; Potency, µM (titrated, usually from 56.7 µM), usual class: cytotoxic; S2 cells (HEK-293 line with an ATXN2-luciferase reporter) viability, CellTiter-Fluor protease fluorescence, 24 h; 400,000 tested, 0.49% active; also: potency is read from the fitted curve at half-maximal effect; nearly all actives have a fitted effect of over 40% in size
# Nrf2 ARE act: activates Nrf2 signaling; AID 624171; AREc32 ARE-luciferase reporter (MCF7-derived line), luminescence, 24 h; Potency, µM (series often up to 46.1 µM), for the others: at the top dose activation, hits mostly activators; 410,000 tested, 0.31% active; also: potency is read from the fitted curve at half-maximal effect; % of control where 0% means no effect; nearly all actives have a fitted effect of over 65% in size
#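 Each well held 1000 AREc32 cells, which were incubated with compound for 24 hr at 37 deg C after overnight attachment, and ARE reporter activity was quantified by firefly luciferase luminescence.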
# MCF10A rerep: DNA re-replication induction in MCF 10a cells; MCF 10A DNA re-replication, Hoechst nuclear intensity, 48 h; Potency, µM (top dose mostly 46.1 µM), inactives show top-dose activity, positive = re-replication, hits mostly activators; 350,000 tested, 2.9% active; also: potency is read from the fitted curve at half-maximal effect; % of control where 0% means no effect; nearly all actives have a fitted effect of over 50% in size
# ATXN2 expr inh: reduces ATXN2 reporter expression in HEK-293 cells. HEK-293 ATXN2-luciferase reporter, luminescence, 24 h. Potency, µM (highest dose often 57 µM), without a hit: top-dose activity change, negative = inhibition, most hits filed as inhibitors. 360,000 tested, 0.72% active; also: potency is read from the fitted curve at half-maximal effect; % is scaled to controls: 0 for no effect and ±100 for the full control effect; nearly all actives have a fitted effect of over 55% in size
#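 qHTS (up to 57 uM final) was run with 24 h compound exposure of reporter cells at 37 °C. Each well was multiplexed: SteadyGlo luminescence measured ATXN2-luciferase expression after a fluorogenic Gly-Phe-AFC viability readout (25 uM final).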
# IL1B secr inh: inhibitors of inflammasome signaling (IL-1 beta secretion); THP-1 LPS/ATP IL-1B secretion, AlphaLISA, 16 h; active compounds read low; activity change, % at 57.5 µM; 360,000 tested, 4.7% active; AID 743279; in the data active = activity change below about -50%; inconclusive = mostly about -30% to -49%; also: % is scaled to controls: 0 for no effect and ±100 for the full control effect
#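 Secreted IL-1B measured by AlphaLISA bead assay after 16 h compound exposure of THP-1 cells; compounds (final up to 57.5 uM) added 1 h before LPS (250 ng/mL) and ATP (1.25 mM) stimulation; lower signal means less secretion.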
# Nrf2 inh: inhibitors of Nrf2 signaling; A549 ARE-Fluc reporter, luciferase luminescence, 18-24 h; Potency, µM (titrated, usually from 46 µM), for inactives: top-dose activity change, negative = inhibition, most hits filed as inhibitors; 360,000 tested, 2.1% active; AID 504444; also: potency is read from the fitted curve at half-maximal effect; % is scaled to controls: 0 for no effect and ±100 for the full control effect; nearly all actives have a fitted effect of over 60% in size
#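 Quantitative HTS in A549 cells stably bearing an antioxidant response element-firefly luciferase construct. Inhibition of Nrf2-driven transcription was scored by luminescence after 18-24 h of compound exposure at 37 °C.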
# HepG2 viability: HepG2 cytotoxicity, counter-screen for TGF-b inhibitors. HepG2 CAGA-GFP viability, ATP luminescence, 18 h. Potency, µM (titrated, usually from 46.1 µM), for the others: at the top dose activity change, negative = cytotoxicity, hits mostly cytotoxic. 410,000 tested, 0.76% active; also: potency is read from the fitted curve at half-maximal effect; some results filed as inactive show a strong effect at the top dose
#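 CellTiter-Glo luminescence gave cytotoxicity after 18 hours at 37 degrees C. The cells were HepG2 CAGA-GFP in 1% FBS DMEM, stimulated with 500 pg/mL TGF-beta after compound addition. %Activity was normalised to no-cell wells (complete cell-killing) and DMSO (no toxicity), and curves were fitted and classified.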
# TGFb inhibitor: inhibitors of TGF-b signaling. HepG2 CAGA-GFP TGF-b/SMAD3 reporter, GFP fluorescence, 18 h; TGF-beta stimulated, 500 pg/mL final. Potency, µM (top dose mostly 46.1 µM), inactives show at the highest dose activity, negative = inhibition, actives largely listed as inhibitors. 410,000 tested, 1.2% active; also: potency is read from the fitted curve at half-maximal effect; % is scaled to controls: 0 for no effect and ±100 for the full control effect; nearly all actives have a fitted effect of over 65% in size
#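 Inhibition was scored as loss of TGF-beta-induced (500 pg/mL final, 18 hours, 37 degrees C) GFP in HEPG2 cells carrying a CAGA-GFP reporter, in DMEM with 1% FBS. Well GFP was summed per cell; Activity was normalised to unstimulated and stimulated DMSO wells, then concentration-response fitting.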
# A549 tox: counter-screen for Nrf2 inhibitors: cytotoxicity in A549 cells; Potency, µM (titrated, usually from 46 µM), inactives show at the highest dose activity change, negative = cytotoxicity, hits mostly inhibitors; AID 504648; 390,000 tested, 0.16% active; A549 ARE-Fluc cells, CellTiter-Fluor viability, 18-24 h; also: potency is read from the fitted curve at half-maximal effect; % is scaled to controls: 0 for no effect and ±100 for the full control effect
#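 A549 ARE-Fluc cells in 5% FBS OPTI-MEM, 5000 cells/well, rested 2 h then exposed to compounds in concentration-response for 18-24 h at 37 °C. Viability by CellTiter-Fluor fluorescence (Ex 405/Em 525) after 30 min; luciferase luminescence (BugLite, 15 min, RT) read afterwards.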
# Active calls of the source: *; i = inactive; ? = inconclusive; . = no result given; & = joins results of further samples; [ ] = dose if it differs, or a comment. Unless noted, calls follow the shape of the dose curve; as a rule, active = well fitted curve in the direction sought with a large enough effect; inconclusive = small, poorly fitted or top-dose-only effect, or another doubt; inactive = no such curve, though single readings can be large; an effect the other way counts as inactive or inconclusive.
mol	ATXN viability	Nrf2 ARE act	MCF10A rerep	ATXN2 expr inh	IL1B secr inh	Nrf2 inh	HepG2 viability	TGFb inhibitor	A549 tox
CC(O)C(NS(=O)(=O)c1ccc(Cl)cc1)C(=O)OCC(=O)Nc1cccnc1Cl (stereo not given)	i	-0.8%	3%	-12%	24	3%	-1%	-15%	-1%
CCOc1ccc(CCNC(=O)c2sc3ncccc3c2-n2c(C)ccc2C)cc1	?	4.9%	.	-10%	.	.	-29%	?	2%
Cc1noc(C)c1NC(=O)N(C)C[C@H]1Oc2c(NS(=O)(=O)c3cccs3)cccc2C(=O)N([C@H](C)CO)C[C@@H]1C	i	-1.9%	-2%	1%	-7	?	2%	6%	8%
Cc1cc(C)c2c(=O)cc(C(=O)NCc3ccccc3)oc2c1	i	3.6%	-18%	-15%	30	-30%	-12%	0%	-6%
O=C(COc1ccc(Cl)cc1)NC(=S)Nc1ccccc1N1CCOCC1	i	-1.3%	0%	-12%	-6	0%	-7%	-15%	-2%
O=C(OCc1c(Cl)cccc1Cl)c1cccnc1Cl	i	-0.2%	5%	-12%	-8	10%	-18%	9%	-2%
COc1nc(-c2ccccc2)ccc1-c1noc(-c2ccccc2Br)n1	.	5.7%	.	.	.	-3%	-13%	-15%	-8%
C(=N\Nc1ncnc2ccccc12)/c1ccccc1	.	4.2%	1%	-13%	49	?	-62%	?	-8%
Cc1n[nH]c(=O)nc1N/N=C/c1ccco1	i	4.1%	?	-8%	0	11%	-141%	3%	-1%
COc1ccc(/C=N/c2nc3ccccc3n2CCN2CCCCC2)cc1OC	i	0.0%	4%	-13%	4	6%	-16%	36%	-2%
Cc1cc(OCC(=O)NCC(O)c2ccccc2)c2c(C)cc(=O)oc2c1 (stereo not given)	i	-0.4%	0%	-2%	5	-6%	1%	2%	0%
CCOC(=O)CC(=O)NC(C)(C)CCCCC(C)(C)NC(=O)CC(=O)OCC	?	-0.8%	6%	.	0	-1%	-11%	-15%	-2%
COc1ccc(-c2nc3c(s2)CN(S(C)(=O)=O)CC3)cc1OC	i	3.5%	-9%	18%	-14	?	-11%	?	-11%
Cc1nnc(-c2ccccc2)c(=O)n1/N=C/c1c(O)ccc2ccccc12	i	-0.8%	16%	?	108	?	-4%	0%	-12%
CC(=O)O/N=C(/c1nonc1N)N1CCN(c2ccc([N+](=O)[O-])cc2Cl)CC1	i	0.3%	2%	-6%	12	-8%	-3%	2%	4%
COc1ccc2oc(C(=O)OCC(=O)N3CCCC(C)C3)c(C)c2c1 (stereo not given)	i	0.2%	0%	6%	-2	-24%	-81%	8%	-16%
CCn1c(CSc2nnc(-c3ccncc3)n2CCOC)nc2cc(C(=O)O)ccc21	i	-0.5%	-4%	-5%[11.3 µM]	23	-1%	-3%	10%	-2%
O=C(CCNS(=O)(=O)c1ccccc1Cl)N1CCN(c2ccccn2)CC1	i	-0.2%	5%	4%	0	2%	3%	-4%	2%
Cc1ccc(C2=NNC(C(O)C(O)C(O)C(C)O)S2)cc1 (stereo not given)	i	2.6%	-2%	35%[activator]	14	29%	19%	7%	-12%
CC1Cc2ccccc2N1c1ncnc2c1nnn2Cc1ccccc1Cl (stereo not given)	i	1.7%	0%	2%	32	6%	3%	-7%	0%
CC(C)NC(=O)COC(=O)c1ccccc1C(=O)c1ccccc1	i	22%	39%	-23%	-15	10%	0%	7%	3%
CCc1ccc2ncc3c(-c4ccccc4)nn(-c4ccccc4)c3c2c1	i	0.1%	.	-12%	.	-10%	-47%	?	15%
C=CCN=c1scc(C)n1/N=C/c1ccc(O)c(O)c1	?	-0.9%	?	.	44	?	7%	-21%	-18%
Cc1cccc2c1-c1sc(C(=O)NCCCN3CCN(c4ccccc4F)CC3)cc1CO2	i	3.4%	.	-37%	.	?	-43%	4%	-29%
O=C1NCC(NC(=O)C(F)(F)F)c2cc3c(cc21)OCO3 (stereo not given)	i	-0.3%	-4%	1%	-9	1%	-13%	2%	5%
CCCc1[nH]nc2c1C(c1c(C)nn(-c3ccccc3)c1Cl)C(C#N)=C(N)O2 (stereo not given)	i	0.7%	?	4%	-12	-22%	-14%	-24%	0%
CCN1/C(=N\N)c2cccc3cccc1c23	i	6.0%	0%	1%	4	-19%	-30%	8%	-22%
Cc1nnc(SCC(=O)NCc2ccco2)n1-c1ccc(F)cc1	i	-0.7%	0%	5%	-1	14%	2%	1%	-3%
CN1/C(=C/C=C(C#N)C#N)C=Cc2ccccc21	i	-0.7%	-2%	.	20	-2%	-32%	-6%	-11%
CCc1nc2c(OCc3ccc(OC)cc3)cccn2c1N(C)C(=O)c1ccc(OC)cc1	i	0.4%[9.22 µM]	.	-11%	-16	.	-59%	?	.
CC(CCc1ccccc1)NC(=O)CNC(=S)N(Cc1cccs1)C1CCCC1 (stereo not given)	i	3.7%	?	3%	-2	15µM*	2%	?	?
O=C(NCC(=O)N1CCN(c2ccccc2)CC1)c1ccco1	i	-0.7%	?	7%	-10	9%	5%	-11%	-9%
CC(C)C1C(=O)N(Cc2cn(CC3CCCCC3)nn2)CCS(=O)(=O)N1Cc1ccc(-c2ccc(Cl)cc2)cc1 (stereo not given)	i	-1.3%	.	?	-29	.	-24%	?	.
O=C(CCCN1C(=O)C(c2ccccc2)Oc2cccnc21)Nc1ccccc1Cl (stereo not given)	i	-1.2%	3%	-3%	-15	-1%	-37%	-2%	4%
C[C@]12CCC(=O)C[C@@H]1CC[C@@H]1[C@@H]2CC[C@]2(C)[C@@H](C(=O)COC(=O)CCC(=O)O)CC[C@@H]12	i	-0.8%&0.3%	1%&4%	-4%	15&12	-25%&-3%	-4%&-7%	0%&28%	?
Oc1ccc(Cl)cc1C=Nc1ccc(Br)cc1	i	-0.2%[9.22 µM]	-12%	-4%	16	9%	-5%	2%	-3%
O=c1ccn([C@@H]2O[C@H](CNS(=O)(=O)C3CC3)[C@@H](O)[C@H]2O)c(=O)[nH]1	i	0.0%	5%	5%	0	4%	-35%	?	1%
CC1(C(=O)Nc2cccc3cccnc23)CCN1Cc1cccc2c1OCO2 (stereo not given)	14µM*	-2.0%	.	6.3µM*	-23	.	-49%	?	.
O=C(CCN1CCN(c2ccccc2)CC1)N/N=C/c1ccccc1O	i	-0.3%	26%	27µM*	141	?	1%	?	-6%
COc1ccc(CCNC(=O)c2c(C)nn(-c3ccccc3)c2Cl)cc1	i	0.4%	?	8%	-6	3%	-28%	-7%	-4%
COC(=O)c1ccccc1NC(=O)CSc1n[nH]c(-c2ccncc2)n1	i	-0.7%	6%	1%	21	9%	-5%	-1%	1%
CC1(C)Cc2ccccc2-c2nnc(-c3ccc(O)cc3)n21	i	0.0%	-1%	-1%	-8	-11%	28%	19%	-9%
COC(=O)c1ccc(COc2ccc(-c3nn[nH]n3)cc2)cc1	i	0.2%	1%	3%	17	0%	-7%	-14%	-11%
CCOCCCNC(=O)Cc1ccc(OC)c(OC)c1	?	0.7%	0%	2%	-7	-12%	-10%	2%	-1%
COc1ccc(C(=O)NCCS(=O)(=O)NCc2ccccc2)cc1	i	-0.9%	4%	-2%	4	26%	4%	12%	-5%
Cc1ccc(C(C)NC(=O)Cc2cccs2)cc1C (stereo not given)	i	-0.5%	-28%	5%	0	1%	3%	-29%	4%
CCOC(=O)CSc1ncnc2c1sc1nc(N3CCOCC3)c3c(c12)CCCC3	i	-0.3%	3%	-1%	1	17%	0%	2%	1%
COc1cc(/C=C2\C(=O)ON=C2c2ccccc2)cc(Br)c1O	i	6.9%	?	-22%	-29	?	-57%	?	-7%
Cc1ccc(C)c(NC(=O)COC(=O)CNC(=O)c2ccccc2Cl)c1	i	0.4%	3%	-1%	4	5%	4%	?	2%
Cn1nnnc1SCCNCc1ccccc1OCc1ccc(Cl)cc1	i	4.3%	27%	-27%	-89*	-10%	-37%	?	0%

# Next section
mol	ATXN viability	Nrf2 ARE act	MCF10A rerep	ATXN2 expr inh	IL1B secr inh	Nrf2 inh	HepG2 viability	TGFb inhibitor	A549 tox
COCCCNC(=O)/C=C/c1ccc(Cl)cc1	i	0.3%	-16%	14%	0	?	-18%	13%	-1%
CCN(c1ccccc1)S(=O)(=O)c1cc(C(=O)Nc2ccc(F)c(F)c2)ccc1F	?	2.3%	13µM*	?	-89*	?	-30%	11µM*	?
CC1=C(C(N)=O)C(c2ccc(C)o2)C(C(N)=O)=C(C)N1	i	4.8%	28%	5%	?	?	4%	-1%	5%
COc1ccc(COc2cc(-c3cccc(OC)c3)nc3ccc(NC(=O)c4ccc(N(C)C)cc4)cc23)cc1	i	1.2%	5.8µM*	-11%	66	8%	-13%	-29%	11%
CCN(CC)C(=O)CN1C(=O)C2(OCC(C)(C)CO2)c2ccccc21	?	0.5%	2%	0%	-7	-13%	-2%	9%	3%
O=C(O)C[C@H]1c2cc(F)ccc2S(=O)(=O)N1C1CCCC1	i	-0.4%	6%	8%	14	5%	-12%&-6%	-5%&0%	0%
Cc1cc(-c2n[nH]c(=S)o2)c(C)n1-c1ccccc1	i	0.0%	1%	21%	-3	.	-5%	-3%	8%
CCSc1nnc(CCNC(=O)OC(C)(C)C)o1	i	0.2%	0%	2%	-6	6%	-1%	3%	-8%
